High-throughput results deposited in PubChem BioAssay by several laboratories.
BH1578 lux ind – inducers of Vibrio cholerae quorum light production without autoinducers, primary screen, BH1578 luxS cqsA deficient, single point; activation, % at 18.7 µM; hit rate 0.16% among 350,000; AID 588436, 2011; V. cholerae BH1578 lux reporter, luminescence, 6 h; in the data active means activation mostly above about 9.7%, no sharp cut-off; inconclusive means no clear call, values can overlap the other calls; inactive means mostly below about 3.7%; further: not every result past the cut was called active; inactives centre near 0; reference of the scale not given here
FadD28 binding – inhibitors of FadD28 bisubstrate probe binding, primary screen, biochemical, fluorescence polarization, single point; inhibition, % at 12.5 µM; hit rate 0.22% among 360,000; AID 588549, 2011; in the data active means inhibition above about 8.5%, passing the limit was not always enough; inconclusive means no clear call, values can overlap the other calls
TcdB GH inh – TcdB glycohydrolase inhibitors, primary screen, biochemical, single point, plate reader | TcdB glycohydrolase enzymatic assay | inhibition, % at 9.99 µM | hit rate 0.24% among 350,000 | AID 652162, 2013; in the data active means inhibition above about 10%
Target sequence (P18177 whole entry, looked up): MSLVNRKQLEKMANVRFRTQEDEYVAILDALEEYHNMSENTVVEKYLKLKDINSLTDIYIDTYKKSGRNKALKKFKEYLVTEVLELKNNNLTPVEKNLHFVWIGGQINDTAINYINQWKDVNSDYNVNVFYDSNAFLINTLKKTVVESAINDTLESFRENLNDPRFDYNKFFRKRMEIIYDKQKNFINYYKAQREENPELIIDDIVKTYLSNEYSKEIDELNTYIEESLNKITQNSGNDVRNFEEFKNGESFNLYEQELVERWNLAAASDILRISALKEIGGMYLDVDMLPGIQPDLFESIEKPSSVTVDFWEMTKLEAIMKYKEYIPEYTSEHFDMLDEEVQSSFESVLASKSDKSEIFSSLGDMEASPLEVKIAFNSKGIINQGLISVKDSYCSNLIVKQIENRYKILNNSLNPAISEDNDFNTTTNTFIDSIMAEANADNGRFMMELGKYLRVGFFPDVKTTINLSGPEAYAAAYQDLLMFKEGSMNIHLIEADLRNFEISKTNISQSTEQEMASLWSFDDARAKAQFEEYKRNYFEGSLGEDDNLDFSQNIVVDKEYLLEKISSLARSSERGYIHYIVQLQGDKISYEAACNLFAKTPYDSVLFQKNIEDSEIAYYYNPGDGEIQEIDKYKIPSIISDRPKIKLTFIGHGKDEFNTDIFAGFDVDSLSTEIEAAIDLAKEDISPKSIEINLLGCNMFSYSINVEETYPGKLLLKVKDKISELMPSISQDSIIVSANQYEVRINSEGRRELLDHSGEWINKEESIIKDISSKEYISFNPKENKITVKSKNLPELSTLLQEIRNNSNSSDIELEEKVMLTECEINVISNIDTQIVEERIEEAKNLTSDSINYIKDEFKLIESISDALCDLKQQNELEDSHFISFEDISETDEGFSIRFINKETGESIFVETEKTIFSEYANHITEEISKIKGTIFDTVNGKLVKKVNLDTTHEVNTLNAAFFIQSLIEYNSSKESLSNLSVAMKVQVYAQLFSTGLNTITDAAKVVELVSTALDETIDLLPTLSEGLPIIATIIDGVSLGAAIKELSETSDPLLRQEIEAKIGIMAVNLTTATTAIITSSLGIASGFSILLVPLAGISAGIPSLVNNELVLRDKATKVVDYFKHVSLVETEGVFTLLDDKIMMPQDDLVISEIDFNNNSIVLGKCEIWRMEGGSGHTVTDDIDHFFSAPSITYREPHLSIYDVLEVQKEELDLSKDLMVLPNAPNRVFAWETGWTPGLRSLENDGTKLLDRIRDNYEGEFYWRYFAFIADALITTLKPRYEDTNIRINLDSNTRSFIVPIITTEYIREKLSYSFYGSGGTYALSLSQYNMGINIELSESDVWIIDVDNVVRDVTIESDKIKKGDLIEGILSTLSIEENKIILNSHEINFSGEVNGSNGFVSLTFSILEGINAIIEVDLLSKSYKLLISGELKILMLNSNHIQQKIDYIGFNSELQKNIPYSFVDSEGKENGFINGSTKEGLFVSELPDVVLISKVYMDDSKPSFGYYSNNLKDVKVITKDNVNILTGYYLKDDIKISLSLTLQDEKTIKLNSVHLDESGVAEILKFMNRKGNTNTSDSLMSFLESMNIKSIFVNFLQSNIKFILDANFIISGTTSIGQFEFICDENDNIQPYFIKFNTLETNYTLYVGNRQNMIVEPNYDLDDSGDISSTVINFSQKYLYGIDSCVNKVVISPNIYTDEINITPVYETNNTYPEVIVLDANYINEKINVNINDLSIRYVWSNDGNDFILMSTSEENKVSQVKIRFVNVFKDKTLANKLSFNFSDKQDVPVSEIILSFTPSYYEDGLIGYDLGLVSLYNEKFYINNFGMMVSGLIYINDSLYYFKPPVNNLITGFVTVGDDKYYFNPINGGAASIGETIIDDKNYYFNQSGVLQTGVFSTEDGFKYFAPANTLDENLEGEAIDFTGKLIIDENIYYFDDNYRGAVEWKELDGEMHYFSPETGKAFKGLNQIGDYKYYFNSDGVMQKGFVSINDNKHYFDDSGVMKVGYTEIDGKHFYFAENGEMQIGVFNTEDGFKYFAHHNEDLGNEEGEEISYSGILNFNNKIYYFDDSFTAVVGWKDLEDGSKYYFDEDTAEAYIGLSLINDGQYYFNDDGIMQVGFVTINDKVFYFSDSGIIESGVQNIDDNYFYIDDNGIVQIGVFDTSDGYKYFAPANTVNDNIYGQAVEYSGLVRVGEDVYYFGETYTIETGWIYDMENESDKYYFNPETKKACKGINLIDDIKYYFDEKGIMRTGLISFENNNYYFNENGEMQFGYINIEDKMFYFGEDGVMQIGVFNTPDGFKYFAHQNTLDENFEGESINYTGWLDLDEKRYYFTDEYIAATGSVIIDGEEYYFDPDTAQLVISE
PfHsp40 yeast – rescue of yeast from PfHsp40 toxicity, primary screen, S. cerevisiae, ATP luminescence. S. cerevisiae expressing PfHsp40, growth rescue. growth rescue, % at 12.5 µM. hit rate 0.68% among 340,000. AID 504582, 2011; in the data active means growth rescue above about 28%, passing the limit was not always enough; inconclusive means no clear call, values can overlap the other calls;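 further: yeast W303a lacking pdr1 and pdr3 grown in galactose medium; growth measured after three days at 30 °C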
Mtb UGM inh – M. tuberculosis UGM enzyme inhibitors, primary screen, biochemical, fluorescence polarization, single point | UDP-galactopyranose mutase (Mycobacterium tuberculosis (strain ATCC 25618 / H37Rv)), … | purified UGM, fluorescence polarization probe displacement | inhibition, % at 10 µM | hit rate 0.06% among 320,000 | AID 504406, 2011; in the data active means inhibition above about 10%, passing the limit was not always enough; inconclusive means no clear call, values can overlap the other calls
GDH-TPI counter – GDH-TPI coupling enzyme inhibitors, primary screen, artefact control for M. tuberculosis FBA inhibitor project, biochemical, absorbance, full deck | AID 588335, 2011 | GDH-TPI coupled enzyme counterscreen, NADH absorbance | hit rate 1.2% among 360,000 | inhibition, % at 4.8 µM; in the data active means inhibition above about 30%;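 further: 0% = DMSO wells and 100% = wells lacking the enzyme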
Y pestis TopoI – Yersinia pestis topoisomerase I inhibitors, primary screen, biochemical, cleavage product accumulation, plate reader, single point; DNA topoisomerase I (Yersinia pestis CO92); AID 504884, 2011; hit rate 0.064% among 360,000; activity, % at 10 µM; Y. pestis Topo-I cleavage product accumulation; in the data active means activity above about 50%, passing the limit was not always enough; inconclusive means no clear call, values can overlap the other calls; further: inactives centre near 2
Mtb FBA inh – Mtb FBA enzyme inhibitors, primary screen, biochemical, fluorescence, strain H37Rv | purified M. tuberculosis FBA, fluorescence read-out | inhibition, % at 1 µM | hit rate 2.3% among 360,000 | AID 588726, 2011; in the data active means inhibition above about 27%;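 further: 0% = vehicle and 100% = reference inhibitor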
BioA inh – M. tuberculosis BioA enzyme inhibitors, primary screen, biochemical, plate reader, single point, HTS. 7,8-diaminopelargonic acid synthase BioA (Mycobacterium tuberculosis). purified M. tuberculosis BioA enzyme. inhibition, % at 9.99 µM. hit rate 0.096% among 360,000; in the data active means inhibition above about 40%; inconclusive means no clear call, values can overlap the other calls
An asterisk follows results filed as active; i = inactive; ? = inconclusive; / = not tested or not shown; + = active, no number.

SMILES	BH1578 lux ind	FadD28 binding	TcdB GH inh	PfHsp40 yeast	Mtb UGM inh	GDH-TPI counter	Y pestis TopoI	Mtb FBA inh	BioA inh
O=c1[nH]c(-c2ccccc2)c(-c2ccccc2)o1	i	-0.6	6.9	0.4	-1.9	-7	-3	3	/
C[C@@H](CN1C(=O)C(=O)NC[C@@H]1C)NC(=O)CC12CC3CC(CC(C3)C1)C2	0.1	0.5	0.7	-1.0	1.4	-4	7	1	1.0
Nn1c(SCC(=O)Nc2ccc3c(c2)OCO3)nnc1-c1ccc(Cl)cc1	-0.7	-3.0	/	0.6	1.7	12	-2	1	-0.4
O=C(c1ccco1)N1CCN(S(=O)(=O)c2cccc(Cl)c2)CC1	-0.3	0.6	-0.6	-1.2	2.5	6	-5	2	-0.6
O=C(CSc1nnc(Cc2ccccc2)o1)N1CCc2ccccc21	-0.5	-0.5	/	0.0	1.0	7	2	1	-2.3
Cc1ccc(NC(=O)CSc2nnnn2-c2cccnc2)c(C)c1	-1.6	-3.6	-0.6	-0.3	-0.3	-6	1	-2	-2.0
Cc1nn(-c2ccccc2)c(OC(=O)c2cccs2)c1S(=O)(=O)c1ccc([N+](=O)[O-])cc1	-0.8	0.5	/	1.2	-0.8	2	1	-1	1.0
Cn1c(NC(=O)C2CCCC2)cc(=O)n(C)c1=O	-0.3	-0.4	1.4	-1.2	0.6	4	8	3	-0.3
COC(=O)c1sc(NC(=O)CSc2nnnn2-c2ccc(C)cc2C)nc1C	/	-3.3	/	-0.4	0.4	3	3	-1	1.8
COc1nc(N/N=C/c2ccc(-c3ccccc3[N+](=O)[O-])o2)nc(N2CCOCC2)n1	-0.7	-0.9	1.3	-0.5	4.7	19	-1	-1	-2.1
c1cc(CNCC2CCCO2)ccn1 (centres undefined)	-0.3	-1.4	1.3	-0.7	-3.0	-5	-1	0	/
NC(=O)c1c(NC(=O)c2ccncc2)sc2c1CCCCCC2	-0.4	-2.0	1.1	-1.0	2.0	6	-10	0	-2.2
O=C(CN1CCN(c2ccc(F)cc2)CC1)Nc1ccc(-n2cnnn2)cc1	-5.0	0.2	/	-0.2	-1.6	-3	2	-2	-4.2
CCC(=NCCCn1ccnc1)c1c(O)n(-c2ccccc2)c(=O)[nH]c1=O	-1.3	-3.3	0.8	0.3	5.5	-12	-4	-3	/
COc1ccc(Cc2nc3ccc(C(=O)NCCn4ccnc4C)cc3o2)cc1OC	i	-1.8	0.9	1.9	1.6	1	1	1	3.1
COc1ccc(-c2csc(NS(=O)(=O)c3ccc([N+](=O)[O-])cc3)n2)cc1	i	0.3	/	-2.2	1.2	-4	8	-1	/
c1ccc(CCn2nnnc2CN2CCCc3ccccc32)cc1	i	-3.2	/	-1.3	-1.6	3	7	0	-3.1
Cc1csc2ncnc(N3CCN(S(=O)(=O)c4cccc(C(F)(F)F)c4)CC3)c12	i	-3.9	2.6	8.6	2.0	-5	42	3	-3.2
Cc1ccc2nc(NC(=O)CSc3nc4ccccc4o3)sc2c1	i	-1.1	/	0.4	2.4	10	-7	-1	-3.2
CCOC(=O)Nc1sc(NS(=O)(=O)c2ccc(C)cc2)nc1C	-0.5	1.8	0.7	-0.6	1.2	8	5	2	2.1
COc1cc(OC)cc(C(=O)Nn2cc(C(=O)Nc3ccc(F)cc3F)c3ccccc3c2=O)c1	i	-1.7	/	0.8	-1.4	5	24	1	/
O=C(N/N=C/c1ccc([N+](=O)[O-])s1)c1cccc(Br)c1	3.2	-1.9	/	0.4	0.3	-1	6	-2	-2.4
COc1ccc(CCNC(=O)c2ccc3nc(N4CCOCC4)sc3c2)cc1OC	-0.2	-1.1	0.9	-0.3	-0.5	-10	16	-1	0.7
COc1cc(CCC(=O)OCC(=O)Nc2ccc(F)c(F)c2F)cc(OC)c1OC	i	0.4	-1.3	2.4	0.2	-8	0	1	0.1
NC(=S)c1cnn2c(-c3cccc(C(F)(F)F)c3)ccnc12	i	2.9	-0.2	0.8	2.9	7	2	4	-0.6

An excerpt from above, limited to FadD28 binding, Mtb FBA inh and GDH-TPI counter:
Compound	FadD28 binding	Mtb FBA inh	GDH-TPI counter
COc1cc(OC)cc(C(=O)Nn2cc(C(=O)Nc3ccc(F)cc3F)c3ccccc3c2=O)c1	-1.7	1	5
c1cc(CNCC2CCCO2)ccn1 (centres undefined)	-1.4	0	-5
NC(=O)c1c(NC(=O)c2ccncc2)sc2c1CCCCCC2	-2.0	0	6

Returning to the listing, starting three compounds before the break.
SMILES	BH1578 lux ind	FadD28 binding	TcdB GH inh	PfHsp40 yeast	Mtb UGM inh	GDH-TPI counter	Y pestis TopoI	Mtb FBA inh	BioA inh
COc1ccc(CCNC(=O)c2ccc3nc(N4CCOCC4)sc3c2)cc1OC	-0.2	-1.1	0.9	-0.3	-0.5	-10	16	-1	0.7
COc1cc(CCC(=O)OCC(=O)Nc2ccc(F)c(F)c2F)cc(OC)c1OC	i	0.4	-1.3	2.4	0.2	-8	0	1	0.1
NC(=S)c1cnn2c(-c3cccc(C(F)(F)F)c3)ccnc12	i	2.9	-0.2	0.8	2.9	7	2	4	-0.6
O=C1CN(C(=O)NCC(=O)N[C@@H](C(=O)O)c2ccccc2)c2ccccc2N1	-0.3	-2.7	1.6	-2.0	0.1	4	-5	-5	-2.0
COc1cc2[nH]c(=O)n(CCC(=O)NC3CCCC3)c(=O)c2cc1OC	-0.7	0.4	/	-0.4	-0.5	3	-2	10	0.6
Cc1noc(C)c1CS(=O)(=O)c1ccc([N+](=O)[O-])cc1	-0.4	0.3	0.2	-0.9	-1.3	5	8	-1	/
CN(C)S(=O)(=O)c1ccc(C(=O)OCc2ccc(C#N)cc2)cc1	i	-4.7	/	-0.6	3.8	-5	3	-1	1.0
CCOc1cc2[nH]c(=O)n(CCCC(=O)NCc3ccc(OC)cc3)c(=O)c2cc1OCC	0.3	-0.8	0.7	-0.5	-1.8	5	-1	3	-1.7
CCOC(=O)c1c(C)[nH]c(C)c1S(=O)(=O)N(C)CC(=O)Nc1ccccc1F	i	-0.5	0.7	-1.3	-0.1	9	4	6	1.3
CCC(C)NC(=O)Cc1ccc(-c2ccccc2)cc1 (centres undefined)	+	-1.5	/	0.4	0.1	6	-7	4	-4.6
c1ccc(CNc2ccc3ccccc3n2)nc1	-0.4	0.1	-0.9	1.7	-1.2	13	2	18	0.0
CCN(CC(=O)Nc1cccc(OC)c1)CC(=O)Nc1ccc(Br)c(C)c1	i	/	0.5	?	0.4	4	-10	1	0.0
Cc1ccc(NC(=O)CC(=O)Nc2ccc(C)cc2C)c(C)c1	i	-3.8	2.2	0.6	-1.7	-8	2	-3	1.0
Cc1ccc(S(=O)(=O)N(C(=O)c2ccncc2)c2ccc(OC(=O)c3ccncc3)c3ccccc23)c(C)c1	i	-2.5	/	-1.8	-0.4	9	15	0	0.6
O=C1NC(=O)C(=CCc2ccccc2)C(=O)N1	0.8	-1.5	-0.4	-0.6	/	0	1	4	/
COc1cc(OC)c(N(C)S(=O)(=O)c2cccc(C(=O)NCc3cccs3)c2)cc1Cl	-0.5	0.2	-0.6	/	/	6	11	0	-0.5
O=c1ccc(NS(=O)(=O)c2ccc(Cl)cc2)cn1Cc1ccc(Cl)c(Cl)c1	/	-3.6	/	2.5	-1.0	14	-3	-6	3.6
Cc1cccc(OCC(=O)N2CCN(Cc3ccc4c(c3)OCO4)CC2)c1	i	-2.0	-0.1	0.9	-0.7	4	26	2	2.6
COc1ccc(F)c(-c2nc(CN3CCC(c4ccccc4)CC3)c(C)o2)c1	i	-1.7	1.0	-0.4	-1.3	-1	17	2	/
CC1CCCC(NC(=O)C2CC(=O)N(Cc3ccccc3)C2)C1C (centres undefined)	-0.7	-2.4	0.9	4.1	2.2	-1	8	-2	-1.2
CCOc1ccc(C(CC(=O)O)NC(=O)C(c2ccccc2)c2ccccc2)cc1OC (centres undefined)	1.2	-3.9	-1.4	0.4	-1.9	-5	5	0	-0.5
CCOc1ccccc1NC(=O)Nc1cc(OC)ccc1OC	-0.2	0.8	/	-0.7	1.0	6	6	4	0.0
CCOC(=O)CSc1nnc(-c2ccco2)n1-c1ccc(C)cc1	-0.3	-3.4	/	1.4	-0.9	1	2	0	10
COc1cc(OC)cc(-c2c(C#Cc3ccsc3)c3cc(-c4ccc5c(c4)OCO5)ccc3n2C)c1	-0.4	-0.4	1.8	-1.7	-0.4	39*	-1	11	-3.0
O=C(NC(Cc1c[nH]c2ccccc12)C(=O)O)c1cccs1 (centres undefined)	i	-2.4	0.1	-0.5	1.5	-5	1	1	/
COC(=O)CCCC1=CC2=CC(=O)C(C)(OC(=O)c3cccs3)C(=O)C2=CN1CC(C)C (centres undefined)	0.5	1.6	-1.7	0.8	0.4	10	8	-2	3.4
COc1ccc(NC(=O)CN2CCN(CC(=O)Nc3ccc(F)cc3F)CC2)cc1	i	-1.4	0.4	44*	/	9	2	2	-0.8
CCN(CCn1cccn1)C(=O)c1ccc(OC2CCN(C(=O)CCOC)CC2)cc1	i	-0.2	0.5	/	/	-1	4	-2	-0.8
Next section:
SMILES	BH1578 lux ind	FadD28 binding	TcdB GH inh	PfHsp40 yeast	Mtb UGM inh	GDH-TPI counter	Y pestis TopoI	Mtb FBA inh	BioA inh
COc1ccc(S(=O)(=O)N2CCN(C(=S)NCCc3ccccc3)CC2)cc1	i	-3.1	1.8	-0.7	1.0	4	17	-1	-1.1
COc1cc(NC(=O)CSc2nccc(C)n2)c(C)cc1[N+](=O)[O-]	-0.3	-3.2	0.7	-0.5	2.6	19	-6	0	/
CCCCCNC(=O)c1cccc(S(=O)(=O)N2CC3(C)CC2CC(C)(C)C3)c1 (centres undefined)	-2.3	-2.2	1.4	9.4	0.5	-1	37	-1	-0.3
CN(C)c1cccc(CNC(=O)c2ccc3nc([C@@H]4O[C@H](CO)[C@H](O)[C@H](O)[C@H]4O)[nH]c3c2)c1	i	0.1	-4.1	/	/	7	5	2	-0.2
N#CC(C#N)=C(N)CSc1cccc[n+]1[O-]	-0.2	-0.6	0.1	-1.2	1.3	-1	-2	1	/
CC1(C(=O)Nc2ccc3c(c2)OCCO3)CCC(=O)N1CCc1c[nH]c2ccccc12 (centres undefined)	/	0.2	1.0	/	/	/	/	2	-0.6
COc1cc2[nH]c(=O)n(Cc3ccc(C(=O)N4CCC(N5CCCCC5)CC4)cc3)c(=O)c2cc1OC	-0.3	-4.8	/	0.0	0.4	0	6	12	1.2
CN1CCN2c3ccc(N)cc3CC3(C(=O)NC(=O)NC3=O)C2C1 (centres undefined)	i	-0.9	-6.3	/	/	3	11	1	-1.0
N#Cc1ccc(OC(=O)c2cnccn2)cc1	-0.1	-1.2	0.8	-1.9	0.7	-4	-7	1	/
CC(=O)c1ccc(N2CCN(C(=O)c3cn(Cc4ccccc4)nc3-c3cccnc3)CC2)c(F)c1	-2.7	-1.0	0.9	1.2	-1.9	8	29	2	21
COc1ccc(OC)c(CNCCc2ccc(OC)c(OC)c2)c1	i	-1.2	1.3	?	2.3	13	3	0	1.1
CCCCn1c(N)c(N(CC(C)C)C(=O)CSc2n[nH]c(-c3ccc(C)cc3)n2)c(=O)[nH]c1=O	-0.4	-2.8	0.5	0.4	-1.3	14	-5	67*	/
Cc1cnn(CCC(=O)NNC(=S)NCC(C)C)c1	-0.3	-0.3	/	2.3	1.4	2	-4	-2	/
